Compound activity from PubChem.
pAkt inh – blocks phosphorylation of Akt; Neuro2A IGF-stimulated pAkt S473 HTRF, 20 min; active compounds read low; activity change, % for hits at 50 µM; 360,000 compounds, 0.32% hits; AID 651550; in the data active = activity change below about -80%; inconclusive = mostly about -51% to -80%; also: % is scaled to controls: 0 for no effect and ±100 for the full control effect
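Single-point screen (50 µM final compound) in Neuro2A cells stimulated 20 min with 6 nM IGF at 37 deg C. After lysis, Ser473-phosphorylated Akt read by HTRF (ex 330 nm, em 615/665 nm) as the 665/615 ratio.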
Nrf2 ARE act – activates Nrf2 signaling | AREc32 ARE-luciferase reporter (MCF7-derived line), luminescence, 24 h | Potency, µM (titrated, usually from 46.1 µM), inactives show top-dose activation, actives largely listed as activators | 410,000 compounds, 0.31% hits | AID 624171; also: potency is read from the fitted curve at half-maximal effect; % of control where 0% means no effect; nearly all actives have a fitted effect of over 65% in size
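AREc32 cells carrying an ARE-driven firefly luciferase reporter were seeded at 1000 cells/well in OPTI-MEM with 5% FBS, then exposed to compound for 24 hr at 37 deg C. Luminescence was read with Steady-Glo after 30 min at RT.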
TGFb inhibitor – TGF-b pathway inhibition. AID 588855. Potency, µM (top dose mostly 46.1 µM), inactives show at the highest dose activity, negative = inhibition, usual class: inhibitors. HepG2 CAGA-GFP TGF-b/SMAD3 reporter, GFP fluorescence, 18 h; TGF-beta stimulated, 500 pg/mL final. 410,000 compounds, 1.2% hits; also: potency is read from the fitted curve at half-maximal effect; % is scaled to controls: 0 for no effect and ±100 for the full control effect; nearly all actives have a fitted effect of over 65% in size
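First, reporter cells (HEPG2 CAGA-GFP) rested 2 h at 37 degrees C. Next, compounds were pinned in and TGF-beta added to 500 pg/mL final. After 18 h, GFP was imaged per cell and summed per well.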
Nrf2 inh – Nrf2 pathway inhibition | A549 ARE-Fluc reporter, luciferase luminescence, 18-24 h | Potency, µM (highest dose often 46 µM), for the others: top-dose activity change, negative = inhibition, hits mostly inhibitors | 360,000 compounds, 2.1% hits | AID 504444; also: potency is read from the fitted curve at half-maximal effect; % is scaled to controls: 0 for no effect and ±100 for the full control effect; nearly all actives have a fitted effect of over 60% in size
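Nrf2 function is reported as luminescence of an ARE-controlled luciferase in A549 cells. Compounds were tested at several concentrations, and a CellTiter-Fluor read on the same wells flagged cytotoxicity.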
HepG2 tox – HepG2 cytotoxicity, counter-screen for TGF-b inhibitors; Potency, µM (series often up to 46.1 µM), without a hit: at the highest dose activity change, negative = cytotoxicity, usual class: cytotoxic; HepG2 CAGA-GFP viability, ATP luminescence, 18 h; AID 588856; 410,000 compounds, 0.76% hits; also: potency is read from the fitted curve at half-maximal effect; some results filed as inactive show a strong effect at the top dose
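CellTiter-Glo luminescence gave cytotoxicity after 18 hours at 37 degrees C. The cells were HepG2 CAGA-GFP in 1% FBS DMEM, stimulated with 500 pg/mL TGF-beta after compound addition. %Activity was normalised to no-cell wells (complete cell-killing) and DMSO (no toxicity), and curves were fitted and classified.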
Abeta rescue – compounds reversing amyloid beta toxicity in yeast. yeast expressing A-beta42, growth rescue, OD600, 48 h; response scale: 0% DMSO, 100% iron-clioquinol control. Potency, µM (series often up to 46.1 µM), without a hit: at the top dose growth rescue, usual class: activators. 410,000 compounds, 0.063% hits. AID 1347071; also: potency is read from the fitted curve at half-maximal effect; nearly all actives have a fitted effect of over 55% in size
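Yeast growth medium received pinned compounds, then yeast cells expressing toxic A-beta were added; plates incubated at 30 C for 48 hr. Growth read as absorbance at 600 nm, normalized to DMSO and equimolar FeCl3 plus clioquinol controls.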
Mm-Cpn inhibitor – M. maripaludis TRiC chaperonin inhibition; purified Mm-Cpn ATPase, ADP Transcreener TR-FRET; Potency, µM (highest dose often 76.9 µM), for inactives: at the highest dose activity, negative = inhibition, most hits filed as inhibitors; 330,000 compounds, 0.031% hits; also: potency is read from the fitted curve at half-maximal effect; % is scaled to controls: 0 for no effect and ±100 for the full control effect; nearly all actives have a fitted effect of over 80% in size
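Eu-cryptate anti-ADP/ADP-d2 competition gives a ratio inversely related to ADP. Enzyme at 25 nM was pre-exposed to compound for 10 min, then given 10 uM ATP for 30 min, 37°C throughout.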
A549 viability – kills or reduces viability of A549 cells in Nrf2 counter-screen | A549 ARE-Fluc cells, CellTiter-Fluor viability, 18-24 h | Potency, µM (doses to about 46 µM), for inactives: at the highest dose activity change, negative = cytotoxicity, most hits filed as inhibitors | 390,000 compounds, 0.16% hits | AID 504648; also: potency is read from the fitted curve at half-maximal effect; % is scaled to controls: 0 for no effect and ±100 for the full control effect
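A549 ARE-Fluc cells in 5% FBS OPTI-MEM, 5000 cells/well, rested 2 h then exposed to compounds in concentration-response for 18-24 h at 37 °C. Viability by CellTiter-Fluor fluorescence (Ex 405/Em 525) after 30 min; luciferase luminescence (BugLite, 15 min, RT) read afterwards.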
CCT modulator – changes cytosolic chaperonin activity | activity change, % (concentration not given with the values), hits read low | 360,000 compounds, 0.3% hits | purified chaperonin ATPase assay, HTRF ADP detection, 30 min; in the data active = activity change below about -30%; also: % is scaled to controls: 0 for no effect and ±100 for the full control effect
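TRiC (40 or 20 nM final, by batch activity) in 30 mM Tris pH 7.4, 100 mM KCl, 5 mM MgCl2, 1 mM DTT was treated with compound at 76 uM single dose, then 10 uM ATP, 30 min at 37 °C. ADP was read by HTRF Transcreener.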
Starred values were filed as active, the others as inactive; i = inactive; ? = inconclusive; . = not tested or not shown. Unless noted, calls follow the shape of the dose curve; as a rule, active = well fitted curve in the direction sought with a large enough effect; inconclusive = small, poorly fitted or top-dose-only effect, or another doubt; inactive = no such curve, though single readings can be large; an effect the other way counts as inactive or inconclusive.

SMILES	pAkt inh	Nrf2 ARE act	TGFb inhibitor	Nrf2 inh	HepG2 tox	Abeta rescue	Mm-Cpn inhibitor	A549 viability	CCT modulator
COc1ccccc1NC(=O)CN1C(=O)C(c2ccc(F)cc2)=NC1(C)C	.	-0.2%	.	-13%	-14%	-3%	.	-7%	.
CC(NC(=O)c1ccc(Br)s1)C1CCCO1 (stereo not drawn)	i	0.2%	-3%	19%	4%	7%	1%	-1%	2.3
CN1CCN(CCCNC(=O)c2ccc(/C=C3/Sc4ccccc4N(Cc4cccc(Cl)c4)C3=O)cc2)CC1	i	-1.4%	?	20%	-125%	1%	-27%	1%	1.9
O=C(COC(=O)c1c(F)cccc1F)Nc1ccc2c(c1)OCO2	i	-0.3%	-6%	14%	-2%	9%	-1%	2%	0.1
Cc1cc(OCC(=O)O)c2ccccc2n1	i	0.4%	-18%	-9%	2%	13%	3%	-8%	-2.7
Cc1cc(=O)[nH]c2n[nH]c(-c3ccccc3)c12	i	2.9%	-11%	5%	1%	10%	0%	-3%	-0.5
CCN=C1SC(C(=O)Nc2cccc(OCC)c2)CC(=O)N1CC (stereo not drawn)	i	-0.1%	0%	?	-9%	15%	0%	0%	-0.4
COc1cc(C(=O)Nc2c(C)cc(C)cc2C)c(-n2cnnn2)cc1OC	i	0.4%	1%	14%	1%	10%	-6%	4%	0.1
O=C(CCCNS(=O)(=O)c1ccc(Cl)c(Cl)c1)NCCc1ccccn1	i	-0.4%	2%	-3%	21%	7%	-3%	9%	1.2
COc1cc(S(=O)(=O)N2CCC(N3CCCCC3)CC2)ccc1-n1cnnn1	i	-1.0%	21%	-7%	4%	-3%	0%	0%	-0.6
CCC(C)(C)C1CCC2(CC1)NC(=O)N(CC(=O)N1CCN(c3ccccc3OC)CC1)C2=O (stereo not drawn)	i	0.0%	-3%	.	5%	-6%	.	.	-0.6
N/C(=N\OC(=O)c1ccc(Cl)c([N+](=O)[O-])c1)c1ccccn1	i	?	6%	?	-8%	-10%	-1%	-3%	-5.4
COc1ccc(NS(=O)(=O)c2ccc(O)c(C(=O)OCC(=O)Nc3ccc4c(c3)OCCO4)c2)cc1	i	0.0%	11%	10%	15%	8%	-9%	0%	-1.6
CC(C)OC(=O)CSc1nnc(CNc2cccc(Cl)c2)n1C	i	-0.7%	-4%	19%	-7%	-4%	1%	1%	2.8
CCOc1ccc(C2C([N+](=O)[O-])=C(C)N(C)C(=O)N2C)cc1OC (stereo not drawn)	i	-1.1%	6%	?	0%	9%	-1%	?	-1.0

14 of these compounds in another layout:
structure | pAkt inh | Nrf2 ARE act | TGFb inhibitor | Nrf2 inh | HepG2 tox | Abeta rescue | Mm-Cpn inhibitor | A549 viability | CCT modulator
COc1ccccc1NC(=O)CN1C(=O)C(c2ccc(F)cc2)=NC1(C)C | . | -0.2% | . | -13% | -14% | -3% | . | -7% | .
CC(NC(=O)c1ccc(Br)s1)C1CCCO1 (stereo not drawn) | i | 0.2% | -3% | 19% | 4% | 7% | 1% | -1% | 2.3
CN1CCN(CCCNC(=O)c2ccc(/C=C3/Sc4ccccc4N(Cc4cccc(Cl)c4)C3=O)cc2)CC1 | i | -1.4% | ? | 20% | -125% | 1% | -27% | 1% | 1.9
O=C(COC(=O)c1c(F)cccc1F)Nc1ccc2c(c1)OCO2 | i | -0.3% | -6% | 14% | -2% | 9% | -1% | 2% | 0.1
Cc1cc(OCC(=O)O)c2ccccc2n1 | i | 0.4% | -18% | -9% | 2% | 13% | 3% | -8% | -2.7
Cc1cc(=O)[nH]c2n[nH]c(-c3ccccc3)c12 | i | 2.9% | -11% | 5% | 1% | 10% | 0% | -3% | -0.5
CCN=C1SC(C(=O)Nc2cccc(OCC)c2)CC(=O)N1CC (stereo not drawn) | i | -0.1% | 0% | ? | -9% | 15% | 0% | 0% | -0.4
COc1cc(C(=O)Nc2c(C)cc(C)cc2C)c(-n2cnnn2)cc1OC | i | 0.4% | 1% | 14% | 1% | 10% | -6% | 4% | 0.1
O=C(CCCNS(=O)(=O)c1ccc(Cl)c(Cl)c1)NCCc1ccccn1 | i | -0.4% | 2% | -3% | 21% | 7% | -3% | 9% | 1.2
COc1cc(S(=O)(=O)N2CCC(N3CCCCC3)CC2)ccc1-n1cnnn1 | i | -1.0% | 21% | -7% | 4% | -3% | 0% | 0% | -0.6
CCC(C)(C)C1CCC2(CC1)NC(=O)N(CC(=O)N1CCN(c3ccccc3OC)CC1)C2=O (stereo not drawn) | i | 0.0% | -3% | . | 5% | -6% | . | . | -0.6
N/C(=N\OC(=O)c1ccc(Cl)c([N+](=O)[O-])c1)c1ccccn1 | i | ? | 6% | ? | -8% | -10% | -1% | -3% | -5.4
COc1ccc(NS(=O)(=O)c2ccc(O)c(C(=O)OCC(=O)Nc3ccc4c(c3)OCCO4)c2)cc1 | i | 0.0% | 11% | 10% | 15% | 8% | -9% | 0% | -1.6
CC(C)OC(=O)CSc1nnc(CNc2cccc(Cl)c2)n1C | i | -0.7% | -4% | 19% | -7% | -4% | 1% | 1% | 2.8

Following part.
SMILES	pAkt inh	Nrf2 ARE act	TGFb inhibitor	Nrf2 inh	HepG2 tox	Abeta rescue	Mm-Cpn inhibitor	A549 viability	CCT modulator
CSc1nnc2c(n1)OC1(Nc3ccccc3-2)C(=O)Nc2ccccc21 (stereo not drawn)	i	8.8%	-10%	2%	-4%	-10%	1%	2%	-2.2
CCOCC(=O)Nc1nnc(COCC)s1	i	0.6%	2%	-1%	0%	14%	2%	-1%	-0.6
CC(=O)N1c2ccc(S(=O)(=O)N3CCCCC3)cc2CC1C(=O)Nc1cccc(C)c1 (stereo not drawn)	i	0.1%	4%	-20%	-9%	8%	-2%	-12%	-1.0
Cc1ccc(C)c(N2CCN(C(=O)CCc3nc4ccccc4[nH]3)CC2)c1	i	-0.5%	-21%	13%	-40%	5%	-1%	-3%	-2.3
Cc1cccc(Nc2nnc(SCC3CCCCO3)s2)c1 (stereo not drawn)	i	2.9%	-10%	?	-60%	12%	3%	1%	1.1
C=CCc1ccccc1OCC(O)CN1CCN(C(=O)OCC)CC1 (stereo not drawn)	i	-0.6%	-13%	6%	3%	-2%	-15%	-1%	0.0
CCC(C)N1CCN(C(=O)c2cc(OC)cc(OC)c2)CC1 (stereo not drawn)	i	-0.4%	-9%	-14%	-8%	-6%	-4%	-13%	-0.1
Cc1ccc(C(=O)c2oc3ccccc3c2NC(=O)COc2ccccc2C)cc1	.	-0.1%	12%	14%	-97%	-17%	.	-1%	.
O=C(c1cc(COc2cccc3cnccc23)on1)N1CCCC(CCCO)C1 (stereo not drawn)	i	0.1%	-5%	3.7µM*	-9%	-1%	2%	-28%	-2.3
CCN(CC)CCNC(=O)Cc1nn(Cc2ccccc2)c(=O)c2ccccc12	i	0.1%	?	3%	-2%	-3%	-1%	1%	-3.0
Cc1cc(C)n2nc(C(=O)NC(c3ccccc3)c3ccccc3)nc2n1	i	0.6%	-2%	-7%	-26%	4%	0%	-1%	0.1
C/C(CC(=O)Nc1cc(C)ccn1)=N\NC(=O)C(=O)NC(C)C	i	0.1%	9%	7%	-10%	6%	0%	2%	1.4
N#CC1=C2N=C(N)c3ccccc3N2C2=C(C(=O)CCC2)C1c1ccccc1F (stereo not drawn)	i	7.3%	-17%	3%	1%	3%	0%	-4%	0.9
Cn1cc(CNCc2cn(C)nc2-c2ccc(C3CCCCC3)cc2)cn1	i	8.0%	9%	?	-19%	-12%	-1%	2%	-10
CC(C)CNC(=O)C(=O)NNC(=O)C1CCCCC1	.	-0.3%	-9%	.	2%	-5%	1%	-4%	0.3
CC(C)Nc1nnc(SC(C)C(=O)N(C)C2CCCCC2)s1 (stereo not drawn)	i	-0.3%	9%	2%	13%	-2%	1%	-1%	-0.9
CS(=O)(=O)Nc1cccc(C2=NN(S(=O)(=O)c3ccc(F)cc3)C(c3cccs3)C2)c1 (stereo not drawn)	i	5.3%	-12%	?	6%	-6%	1%	-13%	1.2
COc1cc(NC(=O)c2cc(S(=O)(=O)N3CCC(C)CC3)cn2C)cc(OC)c1OC	.	-0.7%	6%	.	-7%	1%	.	0%	.
O=C(Nc1cccc2cccnc12)c1ccc2c(c1)OCCO2	i	10%	6%	20%	-22%	-15%	-2%	-2%	-2.1
O=C1CNC(=O)/C1=C/c1ccccc1	i	-0.1%	-7%	9%	1%	10%	-3%	4%	0.6
COCCN(C(=O)COC(=O)CCOc1cc(C)ccc1C)c1c(N)n(Cc2ccccc2)c(=O)[nH]c1=O	i	-0.2%	3%	?	7%	9%	.	-8%	-0.7
O=C(CN1C(=O)NC2(CCCCCC2)C1=O)Nc1ccc(Cl)cc1Cl	i	-0.6%	-3%	-27%	-14%	5%	1%	-20%	-0.6
CCn1nc(-c2ccccc2C)nc2c(=O)n(C)c(=O)nc1-2	.	.	0.89µM*	2%	0.63µM*	.	.	23µM*	.
O=C(Nc1ccccc1C(=O)O)c1ccc(Cl)c(S(=O)(=O)N2CCOCC2)c1	i	0.1%	0%	-12%	27%	3%	2%	-6%	1.0
